# Screening results from PubChem.
# ALOX15B inhib – 15-hLO-2 (ALOX15B) enzyme inhibition. O15296. 110,000 compounds, 0.56% hits. Potency, µM (series often up to 57.1 µM), inactives show at the highest dose activity change, negative = inhibition, hits mostly inhibitors. purified 15hLO-2, xylenol orange hydroperoxide absorbance; further: potency means the concentration at half of the fitted maximal effect; nearly all actives have a fitted effect of over 60% in size; many of its hits are not listed in these tables
# Target sequence (O15296 whole entry, looked up): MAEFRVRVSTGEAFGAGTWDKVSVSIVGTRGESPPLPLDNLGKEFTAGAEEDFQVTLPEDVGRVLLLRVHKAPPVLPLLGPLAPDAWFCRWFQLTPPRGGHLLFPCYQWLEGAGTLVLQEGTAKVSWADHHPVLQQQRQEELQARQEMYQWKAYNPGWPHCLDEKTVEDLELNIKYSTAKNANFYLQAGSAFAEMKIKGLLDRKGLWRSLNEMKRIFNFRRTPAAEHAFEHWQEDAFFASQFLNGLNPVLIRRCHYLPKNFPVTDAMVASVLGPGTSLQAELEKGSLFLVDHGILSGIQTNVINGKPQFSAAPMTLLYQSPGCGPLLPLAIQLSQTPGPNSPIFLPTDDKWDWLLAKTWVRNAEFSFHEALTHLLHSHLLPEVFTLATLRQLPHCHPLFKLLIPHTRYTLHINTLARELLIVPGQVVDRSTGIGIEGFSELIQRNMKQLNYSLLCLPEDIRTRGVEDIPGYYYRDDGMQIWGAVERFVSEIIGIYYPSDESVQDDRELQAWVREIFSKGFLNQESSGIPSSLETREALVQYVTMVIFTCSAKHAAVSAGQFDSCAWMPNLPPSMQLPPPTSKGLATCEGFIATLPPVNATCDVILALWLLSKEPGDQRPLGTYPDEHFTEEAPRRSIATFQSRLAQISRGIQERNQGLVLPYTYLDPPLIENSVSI
#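 Purified human 15hLO-2 (50 nM) preincubated 15 min with compound, then 45 uM arachidonic acid for 90 min at RT in 25 mM Hepes pH 7.5, 0.01% Triton X-100. Hydroperoxide detected by Fe-xylenol orange; 573/405 nm absorbance ratio.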
# IMPase inh – IMPase inhibition in cells. 120,000 tested, under 10 active. P97697. CHO-M1 cells, IP1 accumulation, HTRF TR-FRET ratio. inhibition (IP1 accumulation), % at 46.1 µM; active means well fitted curve in the direction sought with a large enough effect in the signal ratio, not every such curve was filed as active; inconclusive means small, poorly fitted or top-dose-only effect, or a change in a side signal; inactive means no such curve, though single readings can be large or run the other way; the % refers to the signal ratio;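 further: cells stimulated with carbachol in lithium chloride buffer; plate controls were DMSO basal wells for no effect and reference inhibitor wells for full effect; higher means more IMPase inhibition seen as more IP1 and lower FRET ratio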
# Target sequence (P97697 whole entry, looked up): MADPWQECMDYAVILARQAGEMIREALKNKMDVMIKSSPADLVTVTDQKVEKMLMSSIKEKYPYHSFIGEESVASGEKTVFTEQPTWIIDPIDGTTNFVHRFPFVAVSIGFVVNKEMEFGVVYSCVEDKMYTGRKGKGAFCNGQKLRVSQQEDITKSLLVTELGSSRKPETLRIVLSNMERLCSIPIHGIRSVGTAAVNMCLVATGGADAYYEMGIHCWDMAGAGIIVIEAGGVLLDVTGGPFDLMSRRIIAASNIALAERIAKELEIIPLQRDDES
#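 The IP-One HTRF competitive assay in carbachol-stimulated CHO-M1 cells quantifies cellular IP1. Compounds spanned up to 46 uM final, and activity is expressed as AC50 from concentration-response fits of the ratio and donor data.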
# 12-hLO inh – blocks human 12-lipoxygenase activity. 150,000 compounds, 0.12% hits. Potency, µM (series often up to 57.1 µM), for the others: top-dose activity change, negative = inhibition, actives largely listed as inhibitors. purified 12-hLO, xylenol orange hydroperoxide absorbance; further: potency means the concentration at half of the fitted maximal effect; nearly all actives have a fitted effect of over 55% in size; many of its hits are not listed in these tables
#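 Xylenol orange chromogenic assay: hydroperoxide from 12hLO oxidises Fe(II), giving red-shifted Fe(III)-XO absorbance. Conditions: 150 nM enzyme, 40 uM arachidonic acid, 25 mM Hepes pH 7.0, 0.01% Triton X-100, 30 min, room temperature.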
# PNC inhibitor – blocks assembly of the perinucleolar compartment; PC3M PTB-GFP, PNC prevalence imaging, 16 h; hits give low values; AID 2417; 140,000 compounds, 3.1% hits; activity change (PNC), negative = inhibition, % at 10 µM;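 active means readout at or below -70, meaning at least 70% loss of cells showing the perinucleolar compartment, a nuclear body marking cancer cells; inconclusive means readout between -30 and a set limit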;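 further: plate controls were DMSO wells for no effect and camptothecin positive control wells for full effect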
#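 Compounds are pinned in duplicate onto adhered PC3M cells stably expressing GFP-tagged PTB and incubated 16 h at 37 C. Cells are then fixed, nuclei stained with Hoechst, and PNC-positive cells counted.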
# Starred values were filed as active, the others as inactive; ? = inconclusive; · = not tested or not shown; [ ] = dose if it differs, or a comment. Unless noted, the call rests on the fitted dose curve; in most records, active means well fitted curve in the direction sought with a large enough effect; inconclusive means small, poorly fitted or top-dose-only effect, or another doubt; inactive means no such curve, though single readings can be large; an effect the other way counts as inactive or inconclusive. Unless noted, on the % scale 0 is the no-effect control and ±100 the full control effect. Not all compounds are listed (hit frequency here may not be typical).
item	canonical_smiles	ALOX15B inhib	IMPase inh	12-hLO inh	PNC inhibitor
1	S=c1[nH]nc(-c2ccc3ccccc3n2)o1	8%	-5	3%	-6
2	CC(C)n1c(Nn2cnnc2)nc2ccccc21	7%	16	3%	30
3	O=C(O)CCC(=O)N1N=C(c2c(-c3ccccc3)c3cc(Cl)ccc3[nH]c2=O)CC1c1cccs1 (centres undefined)	·	·	-1%	-28
4	O=C(NCc1ccc2c(c1)OCO2)c1ccc2snnc2c1	-23%[11.4 µM]	3[1.84 µM]	1%	?
5	O=C1C=C(NCCNc2c(F)c(F)c(CO)c(F)c2F)CCC1	6%	0	0%	27
6	CCOC(=O)c1ccc2nc3c(cc2c1)CCS3	4%	0	-1%	-1
7	CC1CCC(C(=O)NC(C(=O)NCc2ccccn2)C(C)C)CC1 (centres undefined)	3%	3	1%	4
8	O=C(CS(=O)CC(=O)N(CC(=O)NC1CCCC1)C1CCCCC1)Nc1ccc(F)cc1 (centres undefined)	-6%	-8	0%	-13
9	CCCCOc1ccc(NC(=O)CSCC(=O)OCC)cc1	2%	9	-3%	21
10	Cc1nn(C)cc1C(C(=O)NC1CCCCC1)N(C(=O)Cc1cccs1)c1ccc(F)cc1 (centres undefined)	·	·	-2%	17
11	COc1cc(NC(=O)c2cc(-n3cnnc3)ccc2Cl)cc(OC)c1	0%	4	1%	24
12	O=C1CCC(=O)N1OCCOc1ccc2c(c1)CCC2	2%	5	-4%	19
13	Cc1cccc(OCC(=O)Nc2ccc(N3CCN(C(=O)c4ccccc4)CC3)cc2)c1	·	·	0%	3
14	CCc1nc2c(c(=O)c3ccccc3n2C)c(=O)n1C1CCCCCC1	·	·	4%	10
15	CCCOc1ccc(C2C(C(=O)OC)=CN(CCOC)C=C2C(=O)OC)cc1	-1%	-5	1%	15
16	Cn1c(=O)c2[nH]c(-c3ccccc3O)nc2n(C)c1=O	-4%	-5	-2%	40
17	CCOC(=O)CCc1c(C)c2c(C)nn(-c3ccccc3)c2[nH]c1=O	·	-15	-2%	7
18	O=C(Nc1ccc(Cl)cc1C(=O)NCCN1CCOCC1)c1ccc(Cl)cc1Cl	16%	3	-4%	24
19	CN(Cc1ccccc1)C(=O)c1c[nH]c2ccc(S(=O)(=O)N3CCOCC3)cc2c1=O	·	·	4%	22
20	COCCNC(=O)COc1ccc(Br)cc1Cl	1%	0	4%	16
21	O=C(Nc1ccc(Oc2cccnc2)cc1)c1cccc([N+](=O)[O-])c1	·	·	0%	42
22	Cc1ccc(S(=O)(=O)N(c2nc(N(C)C)nc(N(C)C)n2)n2cnnc2)cc1	-2%	?	4%	9
23	Cc1cc(/C=N/NC(=O)c2nn(C)cc2Cl)c(C)n1-c1cccc(Br)c1	·	·	0%	11
24	Nc1nonc1-n1nnc(C(=O)c2ccccc2)c1-c1ccccc1	-5%	7	-12%	?
25	CC1(C)NC(C)(C)c2nonc2/C1=N\O	5%	10	0%	22
26	CCN1C/C(=C\c2cccc(C)c2)c2nc3ccccc3c(C(=O)O)c2C1	-23%	3	-7%	47
27	CC(Oc1ccccc1)C(=O)Nc1cccc(F)c1 (centres undefined)	-1%	11	1%	33
28	O=C(CC1Oc2ccccc2NC1=O)NC1CC1 (centres undefined)	12%	-7	4%	-11
29	O=C1NN(c2ccccc2)C(=O)/C1=C/c1cccs1	·	·	-2%	6
30	COc1ccc(CNC(=O)CSc2nnc(Cn3nnc4ccccc43)n2C)cc1	0%	1	1%	7
31	Cc1ccccc1-n1c(Cn2c(=O)sc3ccccc32)nnc1SCC(=O)NCC1CCCO1 (centres undefined)	3%	3	-5%	-11
32	CN(c1ccc(OCC(=O)OCC(=O)Nc2ccc(F)cc2)cc1)S(=O)(=O)c1ccc(Cl)cc1	·	0	-7%	-27
33	CC(C)N(Cc1nc(-c2ccccc2)no1)C(=O)Cc1ccccc1	4%	3	0%	?
34	CCCCSCCCNC(=O)CS(=O)Cc1nc(-c2cccc(C)c2)oc1C (centres undefined)	-14%	0	-13%	?
35	CC(C)NC(=O)C1CCCN(S(=O)(=O)c2ccc(-n3cnnn3)cc2)C1 (centres undefined)	6%	5	1%	?
36	COc1ccc(NC(=O)c2ccc(C)cc2)c(OC)c1	·	·	-2%	8
37	Cc1c(C(=S)Nc2ccccc2)cnn1-c1ccccc1	13%	6	11%	76
38	COC(=O)C1(C)NC(c2ccco2)C2C(=O)N(c3ccc(C)cc3)C(=O)C21 (centres undefined)	-3%	4	-4%	20
39	C/C(=N\N=C(/N)SC1CC(=O)N(c2ccccc2)C1=O)c1cccs1 (centres undefined)	9%	-2	6%	54
40	COC(=O)c1ccc(OC(=O)C2CC(=O)N(c3cccc(C)c3)C2)cc1 (centres undefined)	-19%	1	-4%	-4
41	COC(=O)C(NC=O)C(O)(Cc1ccccc1)C(F)(F)F (centres undefined)	-3%	13	-3%	-15
42	O=C(Nc1ccc(F)cc1)C(c1ccccc1)N1CCN(S(=O)(=O)c2ccccc2)CC1 (centres undefined)	·	2	-2%	-12
43	CCCCc1ccc(S(=O)(=O)NNC(=S)NCc2ccco2)cc1	·	·	0%	?
44	CC1CCCN(CCC(=O)Nc2ccc3c(c2)CCC3)C1 (centres undefined)	·	0	3%	4
45	O=C(Nc1ccc(N2CCCCC2)cc1)c1ccc2c(c1)OCCO2	1%	1	1%	35
46	Cc1sc2nc(SCC(=O)NCCO)n(C)c(=O)c2c1C	-8%	8	5%	48
47	CC1CCN(C(=O)C2CCN(S(=O)(=O)c3cnc[nH]3)CC2)CC1	6%	-5	3%	?
48	Cc1c(C(=O)Nc2ccccc2)cn2c(nc3ccccc32)c1C#N	·	·	15%	-80*
49	Cc1cc(C)nc(Nc2ccc(N3CCOCC3)cc2)n1	-5%	19	-1%	?
50	CC1CCC(C(=O)O)([C@H](Br)C(=O)O)CC1 (some centres undefined)	-7%[11.4 µM]	·	-2%[11.4 µM]	·

# (continued)
item	canonical_smiles	ALOX15B inhib	IMPase inh	12-hLO inh	PNC inhibitor
51	CCOC(=O)c1cc(-c2ccc(OC(F)F)cc2)nc2c1c(=O)[nH]c(=O)n2C	·	·	17%	-84*
52	COc1ccc(OC)c(N/C=C2/CCCCC2=O)c1	-10%	18	-4%	17
53	CCOc1ccccc1NC(=O)CCN(c1ccc(C)cc1)S(=O)(=O)c1ccccc1	·	·	1%	93
54	O=C(COc1ccccc1Cl)N(Cc1ccco1)C1CCS(=O)(=O)C1 (centres undefined)	-2%	8	0%	-111*
55	Cc1ccc(S(=O)(=O)N2CCN(C(=O)N(C)C)CC2)cc1C	-1%	4	0%	18
56	O=C(Nc1ccccc1)C1=C(O)CC(c2ccco2)CC1=Nc1ccccc1 (centres undefined)	·	3	-3%	19
57	Cc1ccc(/C(=C/CN2CCCC2)c2ccccn2)cc1	18%	16	-4%	·
58	C[C@]12C=CC(=O)C=C1CC[C@H]1[C@@H]3C[C@@H](O)[C@](O)(C(=O)CO)[C@@]3(C)C[C@H](O)[C@@]12F	3%	4	-4%	-17
59	COc1ccc(-c2cc(-c3ccccc3)nc(SCC(=O)Nc3nccs3)c2C#N)cc1	·	-5	3%	-1
60	Cn1nnnc1SCC(=O)Nc1ccccc1Cc1ccccc1	4%	-2	-2%	9
61	Cc1cc(C)cc(N2CC(C(=O)O)CC2=O)c1 (centres undefined)	-4%	7	3%	19
62	Cc1ccc(C)c(Cn2c(CO)nc3ccccc32)c1	25%	-1	2%	4
63	Cc1ncc(CO)c2cc(C(N)=O)c(=Nc3ccccc3)oc12	6%	6	-5%	-5
64	CC(=O)Oc1ccc(C(=O)Nc2cc(NC(=O)c3ccc(OC(C)=O)cc3)cc(C(=O)NC(C)(C)C)c2)cc1	·	·	-1%	-19
65	COC(=O)C(Cc1ccccc1)NC(=O)CSc1nc(N)cc(=O)[nH]1 (centres undefined)	9%	0	-3%	-25
66	C=C(C)C1CC=C(C)/C(=N/NC(=O)c2cccc([N+](=O)[O-])c2)C1 (centres undefined)	·	·	-1%	78
67	Cc1ncc([N+](=O)[O-])n1CCOC(=O)Nc1ccc([N+](=O)[O-])cc1	·	2	1%	8
68	N#C/C(=C(/O)COC(=O)CCCNC(=O)c1ccc(Cl)cc1)c1nc2ccccc2[nH]1	47%[activator]	-16	-7%	5
69	COc1ccc(Cn2nnnc2CN2CCOCC2)cc1	·	13	0%	223
70	Cc1ccc(-n2c(C)cc(C(=O)COC(=O)C3=NNC(=O)CC3)c2C)cc1	4%	?	-3%	?
71	O=C(CNCC1CCCO1)Nc1ccccc1N1CCCCCC1 (centres undefined)	20%	0	6%	-5
72	Cc1ccc2[nH]c(=O)c(CN(CC3CCCO3)C(=O)c3ccco3)cc2c1 (centres undefined)	-2%	-7	-2%	?
73	O=C(NCc1ccccc1)c1ccc(-c2ccccc2C(F)(F)F)o1	-1%[0.0915 µM]	·	-4%[0.00818 µM]	-84*
74	Nc1nnc(SCc2cc3c(cc2Cl)OCO3)s1	0%	-7	1%	?
75	CN(C)CCOC(=O)Cc1ccc(Cl)cc1	8%	5	8%	-23
76	Cc1cccc(N2C(N)=C(C#N)C(C#N)(C#N)C2c2ccccc2)c1 (centres undefined)	-20%	2	-24%	3
77	O=C(NNS(=O)(=O)c1ccc(F)c(Cl)c1)c1cccc(S(=O)(=O)N2CCOCC2)c1	·	-3	-2%	28
78	O=C(NCCCN1CCCC1=O)c1ccc2c(c1)ncn2C1CCCCC1	·	·	-1%	16
79	Cn1cnnc1SCC(=O)NC(=O)NC1CCCC1	17%	-7	1%	?
80	Cc1cc(C(=O)CSc2nnnn2-c2ccccc2)c(C)n1-c1ccc2c(c1)OCO2	·	·	-4%	-27
81	CCN(CC)c1ccc(/C=N/OC(C)C(=O)Nc2ccc(C)cc2)cc1 (centres undefined)	·	-4	-1%	2
82	Nc1c([N+](=O)[O-])cnnc1-c1ccccc1	·	·	0%	-1
83	O=C(CNC(=O)C1CCCCC1)Nc1cc(Cl)cc(Cl)c1	2%	-7	5%	15
84	O=C(NCCCO)/C(=C/c1ccco1)NC(=O)c1ccc(Br)o1	·	·	4%	-4

# Reformatted: entries from further up
[82] Nc1c([N+](=O)[O-])cnnc1-c1ccccc1
- ALOX15B inhib = ·
- IMPase inh = ·
- 12-hLO inh = 0%
- PNC inhibitor = -1

[81] CCN(CC)c1ccc(/C=N/OC(C)C(=O)Nc2ccc(C)cc2)cc1 (centres undefined)
- ALOX15B inhib = ·
- IMPase inh = -4
- 12-hLO inh = -1%
- PNC inhibitor = 2

[80] Cc1cc(C(=O)CSc2nnnn2-c2ccccc2)c(C)n1-c1ccc2c(c1)OCO2
- ALOX15B inhib = ·
- IMPase inh = ·
- 12-hLO inh = -4%
- PNC inhibitor = -27

[77] O=C(NNS(=O)(=O)c1ccc(F)c(Cl)c1)c1cccc(S(=O)(=O)N2CCOCC2)c1
- ALOX15B inhib = ·
- IMPase inh = -3
- 12-hLO inh = -2%
- PNC inhibitor = 28

# In a second layout: 6 of the compounds above.
no.	ALOX15B inhib	IMPase inh	12-hLO inh	PNC inhibitor	SMILES
76	-20%	2	-24%	3	Cc1cccc(N2C(N)=C(C#N)C(C#N)(C#N)C2c2ccccc2)c1 (centres undefined)
77	·	-3	-2%	28	O=C(NNS(=O)(=O)c1ccc(F)c(Cl)c1)c1cccc(S(=O)(=O)N2CCOCC2)c1
78	·	·	-1%	16	O=C(NCCCN1CCCC1=O)c1ccc2c(c1)ncn2C1CCCCC1
79	17%	-7	1%	?	Cn1cnnc1SCC(=O)NC(=O)NC1CCCC1
80	·	·	-4%	-27	Cc1cc(C(=O)CSc2nnnn2-c2ccccc2)c(C)n1-c1ccc2c(c1)OCO2
81	·	-4	-1%	2	CCN(CC)c1ccc(/C=N/OC(C)C(=O)Nc2ccc(C)cc2)cc1 (centres undefined)
